Mot1-301 SUMO – blocks SUMOylation pathway, rescuing yeast Mot1-301 growth; growth rescue, % at 18.8 µM; S. cerevisiae Mot1-301 growth rescue, ATP luminescence, 38.5C; percent above DMSO median, 100 means doubled; hit rate 1% among 320,000;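 active = every valid replicate shows activation above 250% relative to neutral control wells; inactive = the rest, any valid replicate at or below 250%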;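 note: OY570 slx delta 5 strain wells were the positive control but not used for scaling; some compounds called inactive have numbers as strong as hits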
SR-BI DiI-HDL act – enhances SR-BI lipid uptake from DiI-HDL | CHO ldlA[mSR-BI] cells, DiI-HDL uptake fluorescence, 3 h; 100 = double the neutral-control signal | activation, % at 12.5 µM | hit rate 0.096% among 320,000;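 active = mean replicate activation of at least 60% and every replicate at or above 60%; inconclusive = mean or all-replicate condition met, but not both; inactive = mean below 60% and not all replicates reaching 60%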;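 note: 0% = median plate neutral-control signal and 100% = twice that signal; values of inactives mirror those of a sister screen read the other way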
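Test system: SR-BI-overexpressing, LDLR-lacking CHO cells. Measured by: DiI fluorescence, bottom read. Medium: Ham's F12 with 0.5% BSA, HEPES 25 mM, pH 7.4. Timing: 3 h uptake period with compound, 37 °C.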
CDK5 p35 inh – inhibitors of human CDK5/p35 kinase; Q00535+Q15078; hit rate 0.01% among 330,000; Recombinant CDK5/p35, ADP-Glo luminescence, 60 min; inhibition, % at 10 µM;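 active = highest replicate inhibition of at least 50% and at least 75% of replicates reaching 50%; inconclusive = only one of the two criteria met; inactive = both criteria failed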;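 note: plate controls were DMSO neutral control for no effect and GW8510 at 10 µM for full effect; many of its hits are not listed in these tables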
DSG3 Ab inh – blocks pemphigus antibody binding to human desmoglein-3; P32926; DSG3-coupled beads, scFv-anti-DSG3-GFP binding, flow cytometry; hits give low values; binding (percent of control), % at 10 µM; hit rate 0.48% among 310,000;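 active = binding more than 3 SD below its plate's average and above zero; inconclusive = below that plate limit but binding exactly zero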;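 note: hits lower antibody fragment binding to DSG3; some compounds called inactive have numbers as strong as hits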
Target sequence (P32926 whole entry, looked up, the tested form may be a part): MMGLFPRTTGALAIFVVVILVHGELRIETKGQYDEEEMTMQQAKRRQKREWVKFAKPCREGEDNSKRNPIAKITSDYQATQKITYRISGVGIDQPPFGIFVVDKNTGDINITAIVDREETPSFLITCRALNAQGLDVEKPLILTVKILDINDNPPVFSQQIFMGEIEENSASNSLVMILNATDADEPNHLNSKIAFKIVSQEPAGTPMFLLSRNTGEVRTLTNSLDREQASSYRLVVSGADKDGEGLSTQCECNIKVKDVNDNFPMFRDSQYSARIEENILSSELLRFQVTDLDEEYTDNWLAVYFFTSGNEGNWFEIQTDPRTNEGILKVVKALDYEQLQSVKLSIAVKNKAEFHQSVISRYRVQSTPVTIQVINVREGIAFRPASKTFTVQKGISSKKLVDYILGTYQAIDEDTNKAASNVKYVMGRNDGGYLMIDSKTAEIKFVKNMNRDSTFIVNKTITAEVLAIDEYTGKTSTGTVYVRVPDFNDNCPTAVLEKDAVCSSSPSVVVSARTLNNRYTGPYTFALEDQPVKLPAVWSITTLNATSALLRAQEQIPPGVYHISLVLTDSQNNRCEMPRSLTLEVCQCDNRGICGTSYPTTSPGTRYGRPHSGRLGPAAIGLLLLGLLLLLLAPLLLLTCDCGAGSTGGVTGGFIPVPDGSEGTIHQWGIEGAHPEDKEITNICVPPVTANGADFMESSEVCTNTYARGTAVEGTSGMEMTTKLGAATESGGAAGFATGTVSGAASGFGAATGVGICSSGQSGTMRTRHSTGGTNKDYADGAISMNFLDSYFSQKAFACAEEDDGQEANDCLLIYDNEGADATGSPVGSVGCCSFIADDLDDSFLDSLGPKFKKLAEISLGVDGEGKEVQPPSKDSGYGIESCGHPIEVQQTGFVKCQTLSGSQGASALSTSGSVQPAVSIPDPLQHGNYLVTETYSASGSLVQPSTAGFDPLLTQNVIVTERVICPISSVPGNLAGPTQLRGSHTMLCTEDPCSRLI
PKA-R2B activ – activators of human PKA-R2B complex. P22694+P31323. PKA-R2B holoenzyme dissociation, Cy5-IP20 fluorescence polarization; R2B truncated from residue 108, S112A mutant; 0% DMSO only, 100% 113 µM cGMP. activation, % at 11.4 µM. hit rate 0.079% among 340,000. AID 504700;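 active = activation above a cutoff set at the mean over all compounds plus 3 SD, cut at about 18% in these data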;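 note: higher means more holoenzyme dissociation and a rise in polarization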
PKA-R1A act – activates the PKA-R1A holoenzyme complex. PKA-R1A dissociation, Cy5-IP20 fluorescence polarization; scaled: DMSO 0%, 113 µM cGMP 100%. activation, % at 11.4 µM. hit rate 0.083% among 340,000. P00514+P68181;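 active = percent activation above the mean of all tested compounds plus 3 SD, cut at about 19% in these data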;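 note: higher means more PKAc released from R1A so a rise in polarization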
Arrestin-AP2 inh – human beta-arrestin and AP2 interaction inhibition. hit rate 0.31% among 340,000. inhibition, % at 10 µM. FITC-arrestin peptide / GST-AP2 beads, flow cytometry; AP2 beta2 appendage carries R879A mutation;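 active = inhibition above a set limit, near 3 SD of compounds lacking own fluorescence, cut at about 54% in these data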;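 note: plate controls were DMSO wells for no effect and 5 µM unlabelled arrestin peptide for full effect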
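test system = AP2 appendage R879A on GSH beads | buffer or medium = PBS plus Tween 20 (0.05%) and BSA (0.1%) | incubation = 12 min plus 1 h, RT | detection = bead flow cytometry, FITC channel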
SR-BI HDL uptake – mouse SR-BI HDL lipid transfer inhibition. hit rate 0.96% among 320,000. inhibition, % at 12.5 µM. AID 488896. Q61009. ldlA[mSR-BI] CHO cells, DiI-HDL uptake fluorescence, 3 h;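 active = mean replicate inhibition of at least 70% and a set share of replicates each scoring 70 or more; inconclusive = meets just one of the two criteria; inactive = fails both criteria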;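 note: 0% = median of neutral control wells and 100% = median of positive control wells; values of inactives mirror those of a sister screen read the other way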
MITF act – increases MITF-driven TRPM1 promoter luciferase signal | SK-MEL-5 TRPM1-promoter luciferase, 24 h; % of positive control, neutral wells = 0 | activation, % at 12.5 µM | AID 588334 | hit rate 0.75% among 300,000;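 active = mean activation of at least 80% with every replicate also reaching 80%; inconclusive = mean reaches 80% but some replicate falls short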;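 note: 0% = neutral control wells and 100% = parthenolide positive control wells; values of inactives mirror those of a sister screen read the other way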
dFosB activator – mouse delta FosB homodimer activation. AID 493131. purified delta FosB, TAMRA-CDK5 oligo fluorescence polarization; percent of positive-control signal above neutral wells. hit rate 0.99% among 340,000. P13346. activation, % at 25 µM;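 active = mean activation above about 17%, with every replicate also reaching it, limit read from the data, passing the limit was not always enough; inconclusive = only one of the two conditions met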;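 note: fluorescence polarization rise as delta FosB binds a TAMRA Cdk5 AP-1 oligo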
NSD2 inh – blocks human histone methyltransferase NSD2; inhibition, % at 12.5 µM; AID 743445; hit rate 0.54% among 310,000; NSD2 peptide methylation, AlphaScreen, 120 min; in the data active = inhibition above about 50%
Starred values were filed as active, the others as inactive; ? = inconclusive; / = no result given.

SMILES	Mot1-301 SUMO	SR-BI DiI-HDL act	CDK5 p35 inh	DSG3 Ab inh	PKA-R2B activ	PKA-R1A act	Arrestin-AP2 inh	SR-BI HDL uptake	MITF act	dFosB activator	NSD2 inh
Cc1ccc(CN2CC(C(=O)Nc3cc(S(C)(=O)=O)ccc3Cl)CC2=O)cc1 (stereo not drawn)	147	/	-3.1	108	-9	-9	8	/	-3	-8	-3
Cc1oc2c(CN3CCCC3)c(O)ccc2c(=O)c1-c1ccccc1	8	14	1.0	101	0	-9	1	-14	6	-8	-4
Cc1oc2c(c1C(=O)c1ccc(Cl)cc1)C(=O)C(=O)c1ccccc1-2	/	-18	1.1	98	3	6	19	18	1	-7	7
CC1CCN(C(=O)COc2ccc(Nc3ccccc3)cc2)CC1	/	-26	-0.6	/	-7	-6	52	26	3	-15	3
CCOC(=O)c1cccc(NC(=O)CCOc2ccccc2)c1	10	-5	-0.6	124	-2	-10	19	5	-1	-11	-2
COCCCNC(=O)C1CCN(S(=O)(=O)c2ccc3nc4c(c(C(=O)O)c3c2)CCCCC4)CC1	6	3	1.9	105	5	5	-11	-3	19	-11	42
COc1ccccc1NS(=O)(=O)c1c(C)nc2sccn2c1=O	15	17	0.4	106	-3	-7	1	-17	-6	-4	/
COc1ccccc1CNC(=O)COc1ccccc1OC	193	0	-0.8	102	-1	9	3	0	4	3	-3
Oc1ccc(N=Nc2cccc(Cl)c2)cc1C=Nc1ccc(N2CCOCC2)cc1	/	-6	1.7	/	-5	2	-25	6	-4	4	2
COC(=O)c1ccc(COc2ccc(NC(C)=O)cc2)o1	185	37	-0.5	105	3	6	1	-37	9	6	2
N#CC(C#N)=CN=c1ccn(Cc2ccc(Cl)cc2Cl)cc1	813*	?	-2.5	108	10	4	0	-131	-56	0	1
CCOC(=O)c1cnc(C(F)(F)F)nc1Oc1ccccc1	0	-7	0.4	117	9	-6	4	7	-1	-6	0
Cc1ccc(CN(C(=O)COc2cccc(C)c2C)C2CCS(=O)(=O)C2)o1 (stereo not drawn)	-3	8	0.5	114	-2	-10	-4	-8	1	-13	2
COc1cc(C=O)ccc1OCC(=O)Nc1ccc2c(c1)OCO2	-2	/	1.3	103	-3	-10	28	-8	22	-3	0
Cc1ccc(NC(=O)c2ccco2)c(NC(=O)COc2ccccc2)c1	-9	/	-2.4	116	-2	6	-4	/	-6	-2	4
CC1CN(c2ccc(NS(=O)(=O)c3ccccc3)cc2C(=O)O)CC(C)O1 (stereo not drawn)	11	16	0.9	/	5	-6	2	-16	0	-11	-3
CN(C)S(=O)(=O)c1cccc(NC(=O)COc2nc3ccccc3nc2N2CCOCC2)c1	524*	28	-0.6	85	0	-8	1	-28	8	-8	-3
COc1ccc(NC(=S)N/N=C/c2cccn2Cc2ccc(F)cc2)cc1	8	-22	-0.1	103	0	2	8	22	-23	-9	0
COc1ccc(S(N)(=O)=O)cc1C(=O)NNC(=O)CN(C)S(=O)(=O)c1ccc(Cl)cc1	35	-24	0.1	108	-1	-10	-1	24	-2	4	0
O=C(Cc1cccs1)Nc1ccc(N2CCOCC2)cc1	134	-15	2.9	61	-11	0	3	15	27	-11	-2
COc1ccc([N+](=O)[O-])cc1NC(=O)CCN1CCN(C)CC1	180	7	0.2	101	-4	-8	-6	-7	9	-1	1
Nc1ccccc1N=c1ssnc1Cl	/	-14	-2.8	99	-6	4	-36	14	13	-13	-5
O=C(c1scc2c1CCCC2)N1CCOCC1	-8	9	0.2	88	6	7	2	-9	7	2	-1
CC(=O)OC1COC(N2CCc3cc([N+](=O)[O-])ccc32)C(OC(C)=O)C1OC(C)=O (stereo not drawn)	6	-4	0.4	102	-2	1	9	4	-4	-8	4
Cc1cc(C)c(NC(=O)c2ccccc2C(=O)c2ccccc2)c(C)c1	-14	15	0.2	105	-9	-4	3	-15	2	-10	-1
CCOC(=O)Cn1nc(C)c(-c2ccccc2)c1N	-8	13	-0.1	96	-5	4	-1	-13	/	3	-1
O=C1Nc2cc(C(=O)NCCCN3CCOCC3)ccc2S/C1=C/c1ccccc1F	0	5	/	111	0	-2	39	-5	2	14	1
COc1cc(/C=N/NC(=O)c2cc(-c3c(C)nn(-c4ccccc4)c3C)n[nH]2)ccc1O	5	-48	0.9	99	0	0	2	48	-23	0	2
CC(=O)Nc1ccc(Oc2nc(-c3ccccn3)nc3ccccc23)cc1	-5	18	-0.5	116	3	4	15	-18	43	-14	-4
COc1ccccc1NC(=O)Cn1c(=O)n(-c2ccccc2)c(=O)c2oc3ccccc3c21	-4	-19	0.6	91	9	5	-4	19	7	-2	-6
O=C(COC(=O)c1ccc(C(F)(F)F)cc1)Nc1cccc(S(=O)(=O)NC2=NCCCCC2)c1	3	6	1.4	/	-5	-4	20	-6	-6	-24	2
CC1Cc2ccccc2N1S(=O)(=O)c1cccc(C(=O)OCC(=O)NC2CCS(=O)(=O)C2)c1 (stereo not drawn)	-2	-12	-0.4	98	-12	-9	20	12	9	2	-1
c1cnc2c(SCc3ccc(-c4nnco4)cc3)cccc2c1	-12	-26	-0.5	117	-6	-5	13	26	62	-11	1
CC(C)=CCC/C(C)=C/COc1c2occc2cc2ccc(=O)oc12	/	-20	-0.2	96	-4	3	1	20	13	-12	/
COc1cc(NC(=O)CN(c2ccc(C)cc2)S(=O)(=O)c2c(C)n[nH]c2C)cc(OC)c1	-11	17	-0.8	106	13	-9	-1	-17	6	-13	1
CC(C)c1ccc(C(O)c2nc3ccccc3n2C)cc1 (stereo not drawn)	-7	?	-3.6	123	-8	-1	8	-61	-1	-8	-1
O=C(Nc1ccccc1)C1CC(=O)N(Cc2ccccc2)C1 (stereo not drawn)	-11	23	0.4	103	-5	-14	1	-23	-9	-2	-3
CC(=O)OCCCNc1cc(Sc2nc3ccccc3s2)c2nonc2c1[N+](=O)[O-]	-14	15	-0.7	101	-3	-3	20	-15	-25	-3	/
Cn1c(=O)c2c(nc(N3CCCCC3)n2CC(O)COc2ccccc2)n(C)c1=O (stereo not drawn)	-17	7	-1.4	152	-8	3	6	-7	/	0	15
COc1ccc(/C=C/C(=O)NC(=S)Nc2ccccc2C(=O)NC2CCCCC2)cc1	58	-22	-0.4	119	-2	1	-10	22	9	44*	5
CCOC(=O)Cc1csc(NC(=O)c2cnc3sc(C)cn3c2=O)n1	55	-9	0.6	102	1	6	34	9	62	-20	-1
COc1ccc2c(CC(=O)Nc3nccs3)coc2c1	23	10	2.9	113	-6	0	-23	-10	36	-1	7
CCCCn1c(N)c(N(CCC(C)C)C(=O)c2c(C)noc2C)c(=O)[nH]c1=O	-5	8	-2.4	100	2	2	5	-8	-1	-7	2
O=C(NCCS(=O)(=O)N1CCN(Cc2ccccc2)CC1)c1ccc(F)cc1	-7	3	-1.1	101	-7	-14	-8	-3	-4	-1	-1

A portion of the results above, for reference:
SMILES	Mot1-301 SUMO	SR-BI DiI-HDL act	CDK5 p35 inh	DSG3 Ab inh	PKA-R2B activ	PKA-R1A act	Arrestin-AP2 inh	SR-BI HDL uptake	MITF act	dFosB activator	NSD2 inh
O=C(COC(=O)c1ccc(C(F)(F)F)cc1)Nc1cccc(S(=O)(=O)NC2=NCCCCC2)c1	3	6	1.4	/	-5	-4	20	-6	-6	-24	2
CC1Cc2ccccc2N1S(=O)(=O)c1cccc(C(=O)OCC(=O)NC2CCS(=O)(=O)C2)c1 (stereo not drawn)	-2	-12	-0.4	98	-12	-9	20	12	9	2	-1
c1cnc2c(SCc3ccc(-c4nnco4)cc3)cccc2c1	-12	-26	-0.5	117	-6	-5	13	26	62	-11	1
CC(C)=CCC/C(C)=C/COc1c2occc2cc2ccc(=O)oc12	/	-20	-0.2	96	-4	3	1	20	13	-12	/
COc1cc(NC(=O)CN(c2ccc(C)cc2)S(=O)(=O)c2c(C)n[nH]c2C)cc(OC)c1	-11	17	-0.8	106	13	-9	-1	-17	6	-13	1
CC(C)c1ccc(C(O)c2nc3ccccc3n2C)cc1 (stereo not drawn)	-7	?	-3.6	123	-8	-1	8	-61	-1	-8	-1
O=C(Nc1ccccc1)C1CC(=O)N(Cc2ccccc2)C1 (stereo not drawn)	-11	23	0.4	103	-5	-14	1	-23	-9	-2	-3
CC(=O)OCCCNc1cc(Sc2nc3ccccc3s2)c2nonc2c1[N+](=O)[O-]	-14	15	-0.7	101	-3	-3	20	-15	-25	-3	/
Cn1c(=O)c2c(nc(N3CCCCC3)n2CC(O)COc2ccccc2)n(C)c1=O (stereo not drawn)	-17	7	-1.4	152	-8	3	6	-7	/	0	15
COc1ccc(/C=C/C(=O)NC(=S)Nc2ccccc2C(=O)NC2CCCCC2)cc1	58	-22	-0.4	119	-2	1	-10	22	9	44*	5
CCOC(=O)Cc1csc(NC(=O)c2cnc3sc(C)cn3c2=O)n1	55	-9	0.6	102	1	6	34	9	62	-20	-1
COc1ccc2c(CC(=O)Nc3nccs3)coc2c1	23	10	2.9	113	-6	0	-23	-10	36	-1	7
CCCCn1c(N)c(N(CCC(C)C)C(=O)c2c(C)noc2C)c(=O)[nH]c1=O	-5	8	-2.4	100	2	2	5	-8	-1	-7	2

Bioassay records (PubChem)
